Neddylation inh: inhibitors of cullin neddylation, primary screen, biochemical, TR-FRET, uHTS, NAE and Ubc12; AID 651699, 2012; actives 0.58% (n = 360,000); calls only at 25 µM; in the data active = inhibition above about 36%
SUMO1 PPI mod: modulators of SUMO1 protein-protein interactions, primary screen, biochemical, uHTS | actives 0.33% (n = 360,000) | AID 602429, 2012 | inhibition, % at 20 µM | Small ubiquitin-related modifier 1 (Homo sapiens), P63165 | SUMO1 binding to a labelled peptide, TR-FRET, 1 h; in the data active = inhibition above about 37%
Rpn11 block: Rpn11 (PSMD14) deubiquitinase inhibitors, primary screen, biochemical, fluorescence polarization, uHTS; 26S proteasome non-ATPase regulatory subunit 14 (Homo sapiens), O00487; human 26S proteasome, Ub4-pepOG fluorescence polarization; 20S core pre-blocked with epoxomicin; calls only at 20 µM; actives 0.59% (n = 360,000); AID 588493, 2011;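 active = inhibition at 20 µM, scaled to each plate's controls, above about 33%, limit read from the data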
Rin1 Abl inh: inhibitors of Rin1-Abl protein binding, primary screen, biochemical, TR-FRET | actives 0.4% (n = 360,000) | inhibition, % at 7.35 µM | Tyrosine-protein kinase ABL1 (Homo sapiens) + Ras and Rab interactor 1 (Homo sapiens), …; in the data active = inhibition above about 5%, passing the limit was not always enough
Target sequence (P00519 whole entry, looked up): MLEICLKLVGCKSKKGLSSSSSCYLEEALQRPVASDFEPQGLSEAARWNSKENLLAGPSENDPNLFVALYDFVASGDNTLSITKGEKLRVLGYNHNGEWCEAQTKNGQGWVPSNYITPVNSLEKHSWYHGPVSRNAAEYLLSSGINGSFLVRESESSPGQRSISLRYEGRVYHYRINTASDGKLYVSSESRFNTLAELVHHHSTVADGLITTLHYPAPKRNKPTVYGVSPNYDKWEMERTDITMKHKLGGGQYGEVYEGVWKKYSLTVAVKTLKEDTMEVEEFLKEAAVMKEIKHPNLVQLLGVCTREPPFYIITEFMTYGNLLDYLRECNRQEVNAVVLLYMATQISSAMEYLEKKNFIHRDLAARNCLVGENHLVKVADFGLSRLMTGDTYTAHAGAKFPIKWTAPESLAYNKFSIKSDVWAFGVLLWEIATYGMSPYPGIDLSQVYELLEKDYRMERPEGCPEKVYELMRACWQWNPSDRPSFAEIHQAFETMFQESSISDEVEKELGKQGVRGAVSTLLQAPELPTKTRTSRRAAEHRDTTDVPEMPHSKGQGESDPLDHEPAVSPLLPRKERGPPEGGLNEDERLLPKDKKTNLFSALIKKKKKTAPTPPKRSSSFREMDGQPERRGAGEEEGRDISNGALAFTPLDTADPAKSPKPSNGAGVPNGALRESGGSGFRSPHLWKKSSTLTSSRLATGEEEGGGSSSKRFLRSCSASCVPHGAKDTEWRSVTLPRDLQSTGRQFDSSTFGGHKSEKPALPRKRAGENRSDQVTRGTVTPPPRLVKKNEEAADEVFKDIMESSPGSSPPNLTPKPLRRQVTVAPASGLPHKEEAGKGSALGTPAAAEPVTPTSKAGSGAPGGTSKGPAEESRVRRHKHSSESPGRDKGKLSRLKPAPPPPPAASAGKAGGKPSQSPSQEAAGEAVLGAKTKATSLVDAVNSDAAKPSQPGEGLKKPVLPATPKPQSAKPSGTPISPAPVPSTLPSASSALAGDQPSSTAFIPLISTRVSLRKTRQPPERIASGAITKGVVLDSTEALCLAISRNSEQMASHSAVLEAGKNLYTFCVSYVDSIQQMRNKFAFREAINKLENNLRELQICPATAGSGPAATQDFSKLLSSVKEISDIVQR
Target sequence (Q13671 whole entry, looked up): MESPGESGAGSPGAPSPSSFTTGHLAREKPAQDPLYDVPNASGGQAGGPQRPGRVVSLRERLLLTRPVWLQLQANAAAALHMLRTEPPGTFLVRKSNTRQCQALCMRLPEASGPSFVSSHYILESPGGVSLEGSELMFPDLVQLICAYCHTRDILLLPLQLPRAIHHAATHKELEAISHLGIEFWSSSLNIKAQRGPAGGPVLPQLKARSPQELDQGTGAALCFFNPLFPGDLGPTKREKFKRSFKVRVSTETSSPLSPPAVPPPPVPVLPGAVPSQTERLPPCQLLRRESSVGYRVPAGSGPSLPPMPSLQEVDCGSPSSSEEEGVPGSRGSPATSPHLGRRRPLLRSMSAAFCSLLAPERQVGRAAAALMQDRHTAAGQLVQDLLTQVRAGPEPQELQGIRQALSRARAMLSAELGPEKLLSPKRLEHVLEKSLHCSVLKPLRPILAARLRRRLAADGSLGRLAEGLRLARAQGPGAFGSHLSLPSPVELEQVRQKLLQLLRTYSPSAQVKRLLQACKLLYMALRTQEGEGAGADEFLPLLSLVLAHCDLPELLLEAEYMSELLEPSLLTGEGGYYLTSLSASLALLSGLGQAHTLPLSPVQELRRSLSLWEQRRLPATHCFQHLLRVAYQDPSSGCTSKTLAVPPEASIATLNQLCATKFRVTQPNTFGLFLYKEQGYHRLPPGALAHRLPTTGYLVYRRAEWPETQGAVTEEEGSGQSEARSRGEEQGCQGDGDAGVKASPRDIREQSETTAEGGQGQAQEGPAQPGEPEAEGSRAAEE
CSN deneddyl inh: inhibitors of CSN-mediated cullin deneddylation, primary screen, biochemical, fluorescence polarization, uHTS; COP9 signalosome complex subunit 5 (Homo sapiens), Q92905; Purified CSN, SCF-Nedd8-OG deneddylation; inhibition, % at 12.5 µM; actives 0.38% (n = 360,000); AID 651999, 2013;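 active = pattern-corrected inhibition above about 35%, with an unprinted fluorescence ratio check between 0.5 and 1.5, limit read from the data, passing the limit was not always enough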;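 also: 0% = enzyme with substrate and 100% = substrate without enzyme; some results filed as inactive read as strong as hits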
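Assay system: Purified human Csn5 enzyme expressed in HEK293T cells | Amount: Enzyme 0.24 nM | Measured by: Fluorescence polarization readout | Medium: Tris/NaCl/DTT buffer, pH 7.5 | Compound dosing: One concentration, 12.5 µM, 0.25% DMSO | Times: 90 min incubation of compound, enzyme and substrate at room temperature | Control set: no-enzyme wells high, enzyme-with-substrate wells low | Read-out: % inhibition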
LMPTP block: LMPTP phosphatase inhibitors, primary screen, biochemical, fluorescence intensity, uHTS. AID 651560, 2012. actives 0.22% (n = 360,000). Low molecular weight phosphotyrosine protein phosphatase (Homo sapiens), P24666. recombinant LMPTP-A, OMFP fluorogenic substrate. inhibition, % at 20 µM;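 active = compounds that cut the enzyme signal by at least half of the control window in the single-dose screen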;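 also: plate controls were DMSO wells with enzyme plus substrate for no effect and substrate without enzyme for full effect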
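Material: LMPTP-A; amount: 0.625 nM enzyme; doses: single 20 µM dose; times: reaction 50 min, room temperature, dark; technique: fluorescence intensity of OMFP turnover product; benchmarks: no-enzyme and uninhibited controls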
DNMT1 inh: human DNMT1 methyltransferase inhibitors, primary screen, biochemical, molecular beacon, fluorescence, HinP1I cleavage, uHTS. inhibition (reported as % activation of signal), % at 10 µM. AID 588458, 2011. DNA (cytosine-5)-methyltransferase 1 (Homo sapiens), P26358. actives 0.83% (n = 360,000); in the data active = inhibition above about 50%
Scp1 inh: Scp-1 phosphatase inhibitors, primary screen, biochemical, colorimetric, uHTS. Carboxy-terminal domain RNA polymerase II polypeptide A small phosphatase 1 (Homo …. Recombinant Scp1, phosphopeptide, malachite green phosphate absorbance. inhibition, % at 20 µM. actives 0.88% (n = 340,000);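 active = inhibition above about 50% at 20 µM, limit read from the data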;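 also: plate controls were DMSO wells with enzyme for no effect and wells lacking enzyme for full effect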
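Incubation: 45 min enzyme reaction at room temperature / System: truncated SCP-1 phosphatase (76-261aa) / Reagent: Phospho 17-mer peptide substrate / Buffer or medium: Acidic Tris acetate buffer with magnesium and detergent / Signal: absorbance at 630 nm / Doses: one concentration, 20 µM, with 1.0% DMSO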
STEP inh: STEP phosphatase inhibitors, primary screen, biochemical, fluorescence intensity, uHTS; inhibition, % at 20 µM; AID 588621, 2011; Tyrosine-protein phosphatase non-receptor type 5 (Homo sapiens), P54829; recombinant STEP, OMFP fluorogenic substrate; actives 0.25% (n = 360,000);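 active = inhibition at 20 µM, scaled per plate between control wells, above about 37%, limit read from the data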;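 also: 0% = DMSO with enzyme and substrate and 100% = substrate only without enzyme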
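Assay system: isolated STEP enzyme. Buffer or medium: pH 6.0 Bis-Tris with DTT and Tween 20. Also added: fluorogenic phosphatase substrate OMFP at 25 µM final. Dosing: 20 µM, 1% DMSO. Timing: 20 min reaction, room temperature, in the dark. Measured by: fluorescence intensity, excitation 480 nm, emission 540 nm. Evaluation: normalized % inhibition.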
NadD inh: inhibitors of S. aureus NadD, primary screen, biochemical, colorimetric, uHTS; Nicotinate-nucleotide adenylyltransferase NadD (Staphylococcus aureus N315); purified NadD enzyme, colorimetric absorbance read-out; inhibition, % at 20 µM; actives 0.78% (n = 360,000); AID 602399, 2012; in the data active = inhibition above about 26%; also: some compounds past the cut are filed as inactive
* = called active by the depositor; i = inactive; / = no result given.

No.	SMILES	Neddylation inh	SUMO1 PPI mod	Rpn11 block	Rin1 Abl inh	CSN deneddyl inh	LMPTP block	DNMT1 inh	Scp1 inh	STEP inh	NadD inh
1	COC(=O)c1c(N(S(C)(=O)=O)S(C)(=O)=O)sc2c1CCN(c1ncc(C(F)(F)F)cc1Cl)C2	i	-1	i	-4	-1	3.0	-5	-10	0	13
2	O=C(NCc1ccccc1)N1CCC(CO)(CCc2ccccc2)CC1	i	-1	i	-1	-2	-0.6	0	-7	-4	-7
3	CC(C)C1C(C#N)=C(N)Oc2n[nH]c(C(C)(C)C)c21 (stereo not given)	i	0	i	0	2	0.2	3	-1	2	4
4	COCc1c(C(=O)N/N=C/c2ccco2)nnn1-c1nonc1N	i	-11	i	0	-3	-0.2	0	-8	2	5
5	O=C1C=Cc2ccccc2/C1=C/c1[nH]c(=O)[nH]c1O	i	-11	i	-3	-2	-1.4	-1	-4	3	0
6	O=C(Oc1cccc2cccnc12)c1ccc(Br)o1	i	2	i	-2	6	0.1	5	-1	4	1
7	COc1ccc2c(c1)c(CC(=O)Nc1cc(C)ccc1C)c(C)n2C(=O)c1ccc(Cl)cc1	i	2	i	4	-10	3.1	0	1	3	5
8	Cc1cc(=O)[nH]c(NC(=O)Cc2ccccc2)n1	i	2	i	-1	3	-0.5	-3	-7	0	-4
9	CC(C)CC(N=C1NC(C)(C)Cc2ccccc21)C(=O)O (stereo not given)	i	-2	i	-3	1	-0.8	0	-11	1	-1
10	CCOC(=O)c1nnn(-c2nonc2N)c1CNC(C)C	i	0	i	-2	-1	0.6	-1	-11	11	9
11	Cc1cc(S(=O)(=O)N2CCCCC2)ccc1OCC(=O)N1CCCC1	i	-1	i	-1	-3	2.3	2	2	-2	-3
12	Cc1nnc(SCC(=O)Nc2cc(S(=O)(=O)N3CCCC3)ccc2Cl)n1C1CC1	i	-3	i	0	-5	-1.1	-1	4	-1	-1
13	CCOC(=O)c1ccc(NC(=S)P(=O)(c2ccccc2)c2ccccc2)cc1	i	2	i	0	4	1.7	-4	/	0	-5
14	Fc1cccc(Nc2ncnc3sccc23)c1	i	-5	i	-2	1	1.3	0	-4	0	-4
15	CCOC(=O)C1=C(C)Nc2ccccc2N=C1NC(=O)c1cc(C)on1	i	-4	i	3	-4	0.8	-5	-6	-4	-3
16	Cc1cccc(N2C(S)=C(C#N)C(=O)NC2c2cccs2)c1 (stereo not given)	i	7	i	-3	-1	-2.1	2	-3	3	2
17	Cc1ccc(CSC2=NCCN2C(=O)c2ccc(S(=O)(=O)N(C)C)cc2)cc1	i	-5	i	0	-1	-0.3	2	-4	1	1
18	ON=C1CCC2CCCCC2C1 (stereo not given)	i	-4	i	0	1	-1.3	1	/	-4	-4
19	Cc1ccc(S(=O)(=O)N2C[C@H]3N(C(=O)OC(C)C)N(C(=O)OC(C)C)C[C@H](OC(=O)NCC4CCCCC4)[C@@]3(O)C2)cc1	i	4	i	2	-1	1.6	-6	/	4	-2
20	CCOc1cc(OCC)cc(C(=O)N2CCC[C@@H]2C(=O)N2CCC[C@H]2C(=O)NCc2ccncc2)c1	i	2	/	/	-1	-1.3	/	/	/	2
21	Cn1c(NCc2ccccc2F)nc2cc(-c3ccccc3)sc2c1=O	i	8	i	-1	-1	3.6	1	/	-2	2
22	COc1ccccc1/C=C/CN1CCN(Cc2ccc(F)cc2)C(CCO)C1 (stereo not given)	i	-7	i	0	9	-0.3	-2	-8	4	-2
23	CC1(C)Cc2c(c(-c3ccco3)[nH]c(=O)c2C#N)CS1	i	-6	i	-3	-23	-0.6	17	3	2	-2
24	CCOC(=O)c1c(CS(=O)(=O)c2ccccc2)n(C)c2cc(Br)c(O)cc12	i	-2	i	-1	1	-7.5	-1	-2	-1	0
25	COCC(=O)N(C)[C@H]1C[C@H]2c3cc(Oc4ccccc4C)ccc3CCN2C(=O)[C@H]1[C@H](C)O	i	21	i	-2	4	-2.1	0	0	2	4
26	COc1ccccc1NC(=S)NNC(=O)c1cc(C)n(C)n1	i	-1	i	3	-2	-0.9	4	-7	1	15
27	O=C(c1ccccc1)C1CCN(C(=O)c2c(F)cccc2F)CC1	i	-4	i	0	3	-1.0	1	-8	-3	-6
28	OCCN1CCN(CC(O)COCc2ccc3c(c2)OCO3)CC1 (stereo not given)	i	2	i	-1	1	-5.0	6	2	0	-2
29	O=C(c1cc2ccccc2oc1=O)N(Cc1cccs1)Cc1ccccc1Cl	i	-1	i	-1	-2	2.4	-4	-6	-1	-11
30	COc1ccc(N=C2c3ccccc3-c3ccc([N+](=O)[O-])cc32)cc1	i	-46	i	0	-3	2.4	3	-10	4	-3
31	CC[C@H](C)[C@H](NC(N)=O)C(=O)NCCc1ccc(OC)cc1	i	3	i	-3	-4	-1.8	4	-4	-4	-1
32	CC1CCC2(CC1)NC(=O)N(CC(=O)NCc1ccc(Cl)cc1)C2=O (stereo not given)	i	3	i	-1	-1	0.7	1	-5	-4	1
33	C=CCOc1ccc(CNn2nnnc2N)cc1	i	2	i	-2	-1	0.4	-10	3	0	-1
34	O=C(CSc1nnc(CNC(=O)c2c(F)cccc2Cl)o1)NC1CCCCC1	i	1	i	6	-2	-1.8	3	-5	-3	-3
35	NS(=O)(=O)c1ccc(NC(=S)NC2CCCCC2)cc1	i	0	i	4	7	-0.2	0	1	60*	2
36	CC(C)(C)C(=O)NCCCNc1ccc([N+](=O)[O-])cc1	i	-13	i	-4	-6	-1.7	0	-9	-4	-4

Six entries already listed, ordered by their value in Scp1 inh, largest number first.
entry	Structure	Scp1 inh
35	NS(=O)(=O)c1ccc(NC(=S)NC2CCCCC2)cc1	1
25	COCC(=O)N(C)[C@H]1C[C@H]2c3cc(Oc4ccccc4C)ccc3CCN2C(=O)[C@H]1[C@H](C)O	0
31	CC[C@H](C)[C@H](NC(N)=O)C(=O)NCCc1ccc(OC)cc1	-4
32	CC1CCC2(CC1)NC(=O)N(CC(=O)NCc1ccc(Cl)cc1)C2=O (stereo not given)	-5
29	O=C(c1cc2ccccc2oc1=O)N(Cc1cccs1)Cc1ccccc1Cl	-6
36	CC(C)(C)C(=O)NCCCNc1ccc([N+](=O)[O-])cc1	-9

Following part:
No.	SMILES	Neddylation inh	SUMO1 PPI mod	Rpn11 block	Rin1 Abl inh	CSN deneddyl inh	LMPTP block	DNMT1 inh	Scp1 inh	STEP inh	NadD inh
37	FC(F)(F)c1nc(N2CCCC2)ncc1-c1nnnn1-c1ccccc1	i	1	i	4	3	-0.7	-3	0	2	0
38	Cc1ccc(-c2ccccc2[C@@H]2C[C@H]3CN(C)C(=O)[C@]34CCCN24)o1	i	-1	i	5	-4	-0.1	-3	-4	0	-2
39	C/C(=N/OCO/N=C(\C)c1ccc(F)cc1F)c1ccc(F)cc1F	i	5	i	0	0	-7.8	15	-6	0	4
40	COc1ccc(OC)c(S(=O)(=O)N(C)CC(=O)Nc2ccccc2OC)c1	i	-3	i	1	-8	-1.2	-7	-12	-1	-7
41	CN1N=C2c3ccccc3CCC2C1c1ccc(F)cc1 (stereo not given)	i	2	i	1	1	2.1	0	-5	2	4
42	COc1ccc(OC)c(NC(=O)c2ccc3c(c2)C(=O)N(CC2CCCO2)C3=O)c1 (stereo not given)	i	-21	i	2	7	-1.4	0	-4	2	-9
43	COc1ccc(CN(CC(=O)NCCC(C)C)C(=O)CCC(=O)Nc2nccs2)cc1	i	16	i	3	1	-0.7	2	1	-4	-3
44	CC1=CC(C)(C)NC(=S)N1c1ccccc1	i	4	i	2	0	1.0	5	-3	-2	2
45	Fc1cccc(NC(=S)N2CCn3cccc3C2c2cccnc2)c1 (stereo not given)	i	-2	i	2	-4	-0.3	-4	-5	0	3
46	CC[C@@]1(c2ccccc2OC)C(=O)N(C(=O)OC)N1C(=O)OC	i	11	i	0	2	-0.9	7	-2	-1	-7
47	CC1CN(S(=O)(=O)c2ccc(C(=O)Nc3sccc3C(N)=O)cc2)CC(C)O1 (stereo not given)	/	3	i	0	0	0.6	-6	-6	0	1
48	Cc1sc(N=Nc2ccc(N(C)C)cc2)[n+]([O-])c1C	i	-34	i	-11	4	3.5	-12	/	6	-8
49	CN(C)CCCNC(=O)c1cccc(-c2ccc3nccn3c2)c1	i	5	i	-1	-2	13	1	/	-3	2
50	CCCn1c(C)cc(C(=O)COc2ncnc3sccc23)c1C	i	1	i	1	-1	0.3	7	-2	-3	-3
51	O=C(N/N=C\C=C\c1ccc2c(c1)OCO2)c1ccc(F)cc1	i	-8	i	-2	-4	3.0	0	-3	11	1
52	CCCCOc1ccc(N(CC(=O)NCC2CCCO2)C(=O)CCC(=O)Nc2nccs2)cc1 (stereo not given)	i	-3	i	-1	-8	0.0	3	3	2	2

Reformatted in transposed form: entries from further up.
51: O=C(N/N=C\C=C\c1ccc2c(c1)OCO2)c1ccc(F)cc1
52: CCCCOc1ccc(N(CC(=O)NCC2CCCO2)C(=O)CCC(=O)Nc2nccs2)cc1 (stereo not given)
entry no. | 51 | 52
Neddylation inh | i | i
SUMO1 PPI mod | -8 | -3
Rpn11 block | i | i
Rin1 Abl inh | -2 | -1
CSN deneddyl inh | -4 | -8
LMPTP block | 3.0 | 0.0
DNMT1 inh | 0 | 3
Scp1 inh | -3 | 3
STEP inh | 11 | 2
NadD inh | 1 | 2

Source: PubChem (several laboratories)
